Chronic BCR inh = inhibitors of chronic active B-cell receptor signaling; ABC-DLBCL IkBa-CBG/CBR reporter, luminescence ratio, 4 h; 340,000 tested, 0.05% active; Potency, µM (top dose mostly 46.1 µM), without a hit: at the highest dose ratio change, negative = lower green/red ratio, actives largely listed as inhibitors; active = well fitted inhibition curve with a large enough effect in the signal ratio, with a control signal flat, not every such curve was filed as active; inconclusive = small, poorly fitted or top-dose-only effect, or effect the other way, or a change in a side signal; the % refers to the signal ratio;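 note: potency is the fitted concentration of half-maximal effect; plate controls were basal doxycycline-induced cells for no effect and cells given 10 µM MG132 for full effect; MG132 reads +100%, hits lower the ratio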
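Concentration-response series (up to 46 uM) were applied to TMD8 dual-reporter cells for 4 h at 37C with doxycycline. Green/red ratio, after filter-overlap correction, defined %Activity; red signal alone was normalised to basal cells and zero luminescence.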
TSHR antagonist = blocks TSH signaling through the human TSH receptor; P16473; TSHR-expressing cells, TSH-stimulated cAMP HTRF, 2 h; stronger effect = lower value; activity change, negative = inhibition, % at 11.5 µM; 330,000 tested, 0.2% active;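 active = activity change below a set negative limit, meaning inhibition stronger than a set level, cut at about -70% in these data; inconclusive = activity change between two set negative limits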; note: % is set by controls: 0 for no effect and ±100 for the full control effect
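TSHR-expressing cells were treated with compounds, then stimulated with TSH at EC80 (4nM final) for 2 hours at 37 deg C. Cellular cAMP was measured by HTRF competition between lysate cAMP and cAMP-d2 for a cryptate-labelled anti-cAMP antibody.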
GALK inhibitor = inhibitors of human galactokinase; Purified GALK, Kinase-Glo residual ATP luminescence; Potency, µM (series often up to 57.5 µM), for inactives: at the highest dose activity change, negative = inhibition, usual class: inhibitors; 270,000 tested, 0.007% active; AID 1868; note: potency is the fitted concentration of half-maximal effect; % is set by controls: 0 for no effect and ±100 for the full control effect
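Quantitative HTS: GALK 5 nM, ATP 35 uM, galactose 100 uM, 1 h room temperature, then luciferase-based ATP detection.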
MBNL1 CUG block = blocks human MBNL1 binding to CUG repeat RNA; Q9NR56; Potency, µM (doses to about 57.5 µM), for the others: top-dose activity change, negative = inhibition, most hits filed as inhibitors; TR-FRET MBNL1-His/biotin-(CUG)12 binding, 665/545 ratio; 280,000 tested, 0.036% active; AID 2675; active = well fitted inhibition curve with a large enough effect in the signal ratio, with a control signal flat, not every such curve was filed as active; inconclusive = small, poorly fitted or top-dose-only effect, or effect the other way, or a change in a side signal; inactive = no such curve, though single readings can be large or run the other way; the % refers to the signal ratio; note: potency is the fitted concentration of half-maximal effect; % is set by controls: 0 for no effect and ±100 for the full control effect
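Compound titration spanned 92 nM–58 uM against the MBNL1-His/biotin-(CUG)12 complex. After 60 min at room temperature with 5 nM streptavidin-XL665 and 0.055 ng/ul terbium anti-His, ratiometric 665/545 nm emission (Ex 340 nm) normalized to controls.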
PKM2 activator = PKM2 (human) enzyme activation; 260,000 tested, 0.34% active; purified PKM2, Kinase-Glo ATP luminescence, activation; response scale: 0% is enzyme alone, no compound; Potency, µM (series often up to 57.5 µM), for the others: at the highest dose activation, most hits filed as activators; note: potency is the fitted concentration of half-maximal effect; % is set by controls: 0 for no effect and ±100 for the full control effect; nearly all actives have a fitted effect of over 55% in size
Target sequence (P14618 whole entry, looked up): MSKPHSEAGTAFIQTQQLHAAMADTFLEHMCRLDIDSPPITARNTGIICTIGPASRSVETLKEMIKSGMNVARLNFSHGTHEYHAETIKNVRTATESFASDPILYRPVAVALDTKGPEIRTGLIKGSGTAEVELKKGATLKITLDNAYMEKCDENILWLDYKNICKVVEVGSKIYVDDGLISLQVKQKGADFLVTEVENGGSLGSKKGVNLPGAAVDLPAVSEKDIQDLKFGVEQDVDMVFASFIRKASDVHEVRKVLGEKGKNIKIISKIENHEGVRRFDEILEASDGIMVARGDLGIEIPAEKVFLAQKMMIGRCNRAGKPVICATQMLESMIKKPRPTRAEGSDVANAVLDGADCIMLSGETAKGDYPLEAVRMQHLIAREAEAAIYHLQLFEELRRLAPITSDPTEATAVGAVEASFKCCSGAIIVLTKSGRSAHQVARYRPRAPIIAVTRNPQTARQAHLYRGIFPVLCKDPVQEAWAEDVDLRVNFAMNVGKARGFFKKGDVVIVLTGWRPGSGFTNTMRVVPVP
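Kinase-Glo luminescence reports ATP generated from ADP (0.1 mM) and PEP (0.5 mM) by purified hPK-M2 after 1 h at room temperature, pH 7.2 imidazole buffer; intermediate enzyme activity allows detecting inhibitors and activators.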
USP2a inh = blocks human ubiquitin-specific protease USP2a; USP2 core, Ub-CHOP2 coupled fluorogenic reporter, 485/531; 330,000 tested, 0.01% active; O75604; Potency, µM (top dose mostly 38.3 µM), for the others: at the top dose activity change, negative = inhibition, most hits filed as inhibitors;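 note: potency is the fitted concentration of half-maximal effect; plate controls were DMSO wells for no effect and full inhibition by NEM control for full effect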
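Deubiquitinase activity read as fluorescence (485/531 nm) after Ub-CHOP2 cleavage activates the enterokinase reporter on its substrate; USP2 core 10nM, Ub-CHOP2 and substrate 25nM each, 30min compound preincubation then 60min RT; data normalized to NEM, curves fitted.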
KCNH2 WT inh = KCNH2 (human, wildtype) channel inhibition | Q12809 | U2OS, BacMam KCNH2, thallium flux FluxOr; stronger effect = lower value | activity change, % at 1.84 µM | 340,000 tested, 0.37% active | AID 720551;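 active = maximum activity change below -70%; inconclusive = maximum activity change between -70% and -50%; inactive = maximum activity change above -50%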; note: % is set by controls: 0 for no effect and ±100 for the full control effect
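U2OS cells were transduced with wild-type KCNH2 virus (2.03 x 10^8 / mL) for 4 h at room temperature, then cultured overnight at 37 C. Thallium flux was read with FluxOr dye. Rate constants were normalized to DMSO controls.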
ASM inhibitor = human S-ASM enzyme inhibition | 340,000 tested, 0.006% active | placental ASM, HMU-PC fluorogenic substrate, 60 min | Potency, µM (highest dose often 57.5 µM), without a hit: top-dose activity change, negative = inhibition, actives largely listed as inhibitors | P17405; note: potency is the fitted concentration of half-maximal effect
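qHTS format. ASM enzyme prepared from human placenta hydrolyses the fluorogenic substrate HMU-PC0 (9 uM final) over 60 min at 37 °C after a 10 min compound preincubation.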
Menin-MLL TR inh = displaces Texas Red mutant MLL peptide from human menin; Menin + Texas Red MLL mutant peptide, fluorescence polarization; Potency, µM (top dose mostly 61.6 µM), for the others: at the top dose FP activity change, negative = inhibition, most hits filed as inhibitors; 270,000 tested, 0.23% active; AID 1768; active = well fitted inhibition curve with a large enough effect in the polarisation, with a control signal flat, not every such curve was filed as active; inconclusive = small, poorly fitted or top-dose-only effect, or effect the other way, or a change in a side signal; inactive = no such curve, though single readings can be large or run the other way; the % refers to the polarisation; note: potency is the fitted concentration of half-maximal effect; % of control where 0% means no effect; many of its hits are not listed in these tables
Eya2 phos inh = Eya2 (human) phosphatase inhibition. Potency, µM (highest dose often 76.9 µM), inactives show at the top dose activity, negative = inhibition, hits mostly inhibitors. AID 488837. 330,000 tested, 0.006% active. O00167. recombinant Eya2, OMFP fluorescence dephosphorylation (OMFP is methylfluorescein phosphate); note: potency is the fitted concentration of half-maximal effect; % is set by controls: 0 for no effect and ±100 for the full control effect
Target sequence (O00167 whole entry, looked up): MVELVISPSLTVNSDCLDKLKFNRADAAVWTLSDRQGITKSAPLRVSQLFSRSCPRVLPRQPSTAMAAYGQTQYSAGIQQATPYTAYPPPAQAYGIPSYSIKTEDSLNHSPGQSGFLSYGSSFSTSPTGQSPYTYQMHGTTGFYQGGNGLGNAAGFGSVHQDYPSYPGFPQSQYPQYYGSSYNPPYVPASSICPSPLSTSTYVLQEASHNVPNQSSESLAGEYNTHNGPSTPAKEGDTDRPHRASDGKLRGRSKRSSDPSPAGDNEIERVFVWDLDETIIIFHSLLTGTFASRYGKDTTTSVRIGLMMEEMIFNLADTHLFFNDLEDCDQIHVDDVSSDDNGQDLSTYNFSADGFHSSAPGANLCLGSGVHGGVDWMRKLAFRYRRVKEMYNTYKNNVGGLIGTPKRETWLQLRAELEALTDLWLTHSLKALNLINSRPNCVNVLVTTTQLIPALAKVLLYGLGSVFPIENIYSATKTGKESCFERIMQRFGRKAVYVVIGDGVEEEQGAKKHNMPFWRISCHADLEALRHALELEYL
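Eya2 protein (added as 0.2 uM solution) was preincubated with compound for 10 min at ambient temperature in 50 mM HEPES pH 7.5, 50 mM NaCl, 5 uM MgCl2, 0.05% BSA, 1 mM DTT. OMFP (added at 50 uM) then reacted 10 min; fluorescence read at 485/525 nm.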
Mito fusion act = mitochondrial division inhibition or fusion activation; Potency, µM (series often up to 46.1 µM), inactives show at the highest dose growth rescue (activation), actives largely listed as activators; 320,000 tested, 0.23% active; S. cerevisiae fusion-defective mutant growth rescue, CellTiterGlo 48 h; AID 485298;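 note: potency is the fitted concentration of half-maximal effect; % of control where 0% means no effect; nearly all actives have a fitted effect of over 45% in size; temperature-sensitive fusion mutants such as fzo1-1 at 37 °C on non-fermentable ethanol glycerol medium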
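Luminescent cell viability in 1536-well qHTS format served as the measure of rescued growth in ts fusion-mutant S. cerevisiae cultured on non-fermentable YPEG for 48 hours at 37C.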
Starred values were filed as active, the others as inactive; ? = inconclusive; nt = no result given; [ ] = dose if it differs, or a comment. Unless noted, calls come from the whole dose curve; as a rule, active = well fitted curve in the direction sought with a large enough effect; inconclusive = small, poorly fitted or top-dose-only effect, or another doubt; inactive = no such curve, though single readings can be large; an effect the other way counts as inactive or inconclusive.

SMILES | Chronic BCR inh | TSHR antagonist | GALK inhibitor | MBNL1 CUG block | PKM2 activator | USP2a inh | KCNH2 WT inh | ASM inhibitor | Menin-MLL TR inh | Eya2 phos inh | Mito fusion act
CCOc1ccc(/C=N/NC(=O)c2cc3ccccc3cc2OC)cc1 | 0% | -20 | -4% | 8% | 0% | 1% | 0 | -13% | 23% | -2% | -1%
O=C(CSc1nnc2scc(-c3ccccc3)n12)c1ccc2c(c1)OCCO2 | 14% | 0 | 2% | -1% | 12% | 0% | -8 | -1% | -9% | -6% | 1%
CCOC(=O)C1CCCN(C(=O)/C=C/c2ccc(Cl)cc2)C1 (stereo not drawn) | -1% | -6 | 10% | 10% | -11% | 1% | 4 | 2% | -15% | 0% | 8%
Cc1cccc(C)c1NC(=O)CCCN1C(=O)C(c2ccccc2)Oc2cccnc21 (stereo not drawn) | 6% | 19 | 0% | -3% | nt | 0% | 5 | -2% | -11% | 4% | 13µM*
Cc1cccc(NS(=O)(=O)c2ccc(C)c(C(=O)NCC(c3cccs3)N(C)C)c2)c1 (stereo not drawn) | 14% | 8 | nt | nt | nt | 1% | -4 | nt | nt | -12% | 0%
COc1ccc(CC(=O)NC(CC(=O)O)c2ccc(OC)cc2)cc1 (stereo not drawn) | 2% | 5 | -2% | -6% | -9% | 0% | -6 | 4% | 5% | 0% | -2%
CN(C)c1ncc(S(=O)(=O)c2ccccc2)c(-c2ccc(Cl)cc2Cl)n1 | 10% | -11 | -1% | -7% | 2% | 0% | -4 | 0% | 2% | 11% | -10%
O=C(O)CCC(=O)/C=C/c1ccccc1 | ? | 8 | 1% | 1% | -6% | 2% | 16 | 2% | 13% | 5% | -3%
Cc1ccc(NC(=O)CSc2nc(C)c(Cc3ccccc3)c(=O)[nH]2)cc1C | 5% | -7 | 1% | 1% | 0% | 8% | 1 | 1% | 17% | 4% | -1%
Cc1ccc(OCC(=O)Nc2ccc3c(c2)nc2n3CCOC2)cc1 | 2% | -2 | -2% | -1% | -10% | -1% | -18 | -1% | 15% | 8% | 6%
CCN(CC)C(=O)CSc1nnc(-c2ccc(S(=O)(=O)N3CCCC3)cc2)o1 | ? | 12 | -2% | -2% | 0% | -1% | -6 | 2% | nt | -25% | -6%
Cc1nnc(NC(=O)CSc2nnc(-c3ccc(S(=O)(=O)N4CCCC4)cc3)n2C)s1 | 8% | -9 | -3% | 32%[activator] | -22% | 2% | -7 | 0% | 2% | 12% | -3%
COc1ccc(/C=N/n2c(C)nc3sc(C)c(C)c3c2=O)cc1 | -17% | -2 | -3% | nt | 1% | 1% | -9 | 2% | nt | ? | -7%
COc1cccc(-n2c(SCC(=O)NC3CCS(=O)(=O)C3)nc3ccccc3c2=O)c1 (stereo not drawn) | -1% | -7 | nt | nt | nt | 0% | -32 | -3% | nt | 28% | -3%
Cc1nn(-c2ccccc2)c(C)c1/C=C/C(=O)OCC(=O)Nc1ccc(S(N)(=O)=O)cc1 | 6% | -21 | nt | nt | nt | 1% | 3 | -11% | nt | -4% | 6%
CC(C)(C)N1C(=O)[C@H]2[C@@H](c3ccc(Br)cc3)N3C(=O)N(c4cccc(Cl)c4)C(=O)[C@@]3(Cc3ccccc3)[C@H]2C1=O | 3% | -4 | nt | nt | nt | 0% | -9 | 0% | nt | -15% | 7%
COc1ccc2nc(-c3ccccc3)cc(C(=O)OCC(=O)N3CC(C)OC(C)C3)c2c1 (stereo not drawn) | ? | -8 | nt | nt | nt | 0% | 0 | nt | nt | 5% | 28%
CCOCCNC(=O)c1ccc2c3c(cccc13)CC2 | 4% | -3 | 3% | 29% | -2% | 0% | -8 | -2% | -7% | -1% | -1%
COC(=O)C1(C#N)C(c2ccccc2)C1(C(=O)OC)C(=O)OC (stereo not drawn) | ? | 9 | 3% | 7% | 2% | -5% | -10 | 1% | -13% | 4% | -2%
Cc1cc(NCC(C)C)n2ncnc2n1 | 0% | 6 | 2% | -1% | 0% | 0% | 0 | 5% | 2% | 2% | -4%
c1ccc2c(c1)oc1c(Nc3ccc4c(c3)OCCO4)ncnc12 | 19% | -7 | 0% | 2% | 0% | 0% | 9 | 14% | ? | -1% | -1%
O=C(NCC(=O)N1CCCCCC1)c1ccc(OC(F)F)cc1 | 16% | -3 | -3% | -2% | 1% | 0% | -29 | 2% | nt | -8% | 1%
Cc1cc2c(cc1C)/C(=N/NC(=O)c1ccccn1)CCC2 | ? | 6 | -1% | nt | -5% | -1% | -2 | -2% | nt | 6% | 3%
COC(=O)C1=C(C)NC(C)=C(C(=O)OC)C1c1ccco1 | ? | 3 | -3% | nt | -1% | 7% | 3 | 20% | nt | -17% | 5%
O=S(=O)(Nc1cccnc1Cl)c1ccc2c(c1)OCCO2 | 1% | 4 | nt | -1% | 4% | 1% | 2 | 0% | 0% | 10% | 3%
SMILES | Chronic BCR inh | TSHR antagonist | GALK inhibitor | MBNL1 CUG block | PKM2 activator | USP2a inh | KCNH2 WT inh | ASM inhibitor | Menin-MLL TR inh | Eya2 phos inh | Mito fusion act
O=C(COC(=O)c1ccccc1O)NC(c1ccccc1)c1ccccc1 | 4% | 2 | nt | nt | nt | 2% | -5 | 0% | nt | 2% | nt
Cc1nn(CC(=O)Nc2ccc(Cl)cc2Cl)c(=O)c2ccccc12 | ? | 36 | -5% | 12% | 3% | 1% | -7 | -1% | ? | 2% | 0%
CCOc1ncccc1C(=O)OCC(=O)c1ccc(OC)c(OC)c1 | ? | -10 | 5% | -6% | 1% | -6% | 7 | 0% | -20% | -7% | -9%
CCc1noc(C)c1C(=O)Nc1nc(-c2ccc(F)cc2)c(C)s1 | 0% | -1 | -3% | -3% | 1% | -1% | -19 | -4% | nt | 0% | 21%
OCC1CCCCN1C(=S)Nc1cccc(Cl)c1 (stereo not drawn) | ? | -6 | 4% | -7% | 0% | 1% | -16 | 1% | 3% | -7% | 6%
CSc1cccc(NC(=O)C2CCCN2S(=O)(=O)c2ccc3c(c2)CCC(=O)N3)c1 (stereo not drawn) | -1% | 4 | -2% | -4% | -6% | 1% | 7 | -4% | -9% | 9% | 7%
COc1ccc(C)cc1S(=O)(=O)N1CCCCC1 | -2% | 0 | -1% | -4% | 11% | -2% | 13 | 2% | -8% | 0% | -3%
CCc1ccc(NC(=O)CSc2nnc(CC)c(CC)n2)cc1 | ? | 7 | 3% | -12% | 1% | 0% | -1 | -1% | 6% | -4% | -7%
CC(C(=O)NN)n1nnc(N2CCOCC2)n1 (stereo not drawn) | -2% | 1 | 1% | -7% | -2% | -1% | 32 | 0% | nt | 9% | -2%
Cc1cc(C)c(C(=O)COC(=O)CNC(=O)c2ccccc2C)c(C)c1 | 11% | -1 | nt | nt | nt | 2% | -10 | -5% | nt | -15% | 1%
CCOc1ccc(N=c2cc(-c3ccc(OC)cc3)oc3ccccc23)cc1 | ? | 2 | 0% | 20% | -3% | 3% | -1 | -19% | -5% | -1% | 1%
CSc1ccc(/C=C/C(=O)OCC(=O)c2ccc[nH]2)cc1 | 0% | 12 | nt | nt | nt | 2% | 0 | 20% | nt | -5% | 0%

Quoted from the listing (2 entries):
SMILES | Chronic BCR inh | TSHR antagonist | GALK inhibitor | MBNL1 CUG block | PKM2 activator | USP2a inh | KCNH2 WT inh | ASM inhibitor | Menin-MLL TR inh | Eya2 phos inh | Mito fusion act
CCOc1ccc(/C=N/NC(=O)c2cc3ccccc3cc2OC)cc1 | 0% | -20 | -4% | 8% | 0% | 1% | 0 | -13% | 23% | -2% | -1%
O=C(CSc1nnc2scc(-c3ccccc3)n12)c1ccc2c(c1)OCCO2 | 14% | 0 | 2% | -1% | 12% | 0% | -8 | -1% | -9% | -6% | 1%

Source: PubChem (National Center for Advancing Translational Sciences (NCATS))

Some of the compounds tested, so the mix of outcomes need not match the whole.
